# PP5 primary = PP5 (human) phosphatase inhibition. purified PP5c, OMFP substrate fluorescence. inhibition, % at 6.7 µM. actives 0.18% (n = 320,000);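 active = inhibition above the campaign's mean inhibition across all tested compounds plus 3 SD, cut at about 9.5% in these data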;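 note: 0% = DMSO only and 100% = 100 µM cantharidin control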
# Fh CTSL1 inh = cathepsin L1 inhibition, PFM18AAP counter-screen; inhibition, % at 5.96 µM; recombinant F. hepatica cathepsin L1, Z-Leu-Arg-MCA fluorescence; actives 0.49% (n = 300,000);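 active = inhibition above the mean of all tested compounds plus 3 SD, set per screening campaign, cut at about 17% in these data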;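 note: 0% = plate median of test compound wells and 100% = 1 µM Z-Phe-Ala-diazomethylketone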
# ZTA counter = blocks Epstein-Barr virus ZTA, an EBNA-1 counter-screen; P03206; ZTA-DNA binding, fluorescence polarization; inhibition, % at 11 µM; actives 0.15% (n = 320,000); in the data active = inhibition above about 33%
# Target sequence (P03206 whole entry, looked up): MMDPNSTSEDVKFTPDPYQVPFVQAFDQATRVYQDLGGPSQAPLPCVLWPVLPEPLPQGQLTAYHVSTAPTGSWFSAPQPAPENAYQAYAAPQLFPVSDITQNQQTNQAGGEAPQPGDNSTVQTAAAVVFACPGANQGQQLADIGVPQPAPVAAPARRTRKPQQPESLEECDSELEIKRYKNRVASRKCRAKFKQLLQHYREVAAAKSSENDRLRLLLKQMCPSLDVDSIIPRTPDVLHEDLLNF
# EBNA-1 inhibitor = blocks EBNA-1 binding to DNA | EBNA-1 DNA binding, fluorescence polarization | inhibition, % at 14.8 µM | actives 0.34% (n = 300,000) | AID 1950; in the data active = inhibition above about 28%
# JMJD2C inh = inhibitors of human GASC-1 (JMJD2C) demethylase; actives 0.069% (n = 330,000); GST-JMJD2C(1-420) H3K9me3 demethylation, DELFIA europium; Q9H3R0; inhibition, % at 2.35 µM;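 active = more than half of a compound's replicate wells show inhibition beyond 50%, single wells judged on their own value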;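 note: signal counts dimethyl H3K9 product captured on neutravidin plate; 0% = median of DMSO wells and 100% = 0.3 times that DMSO median; strong numbers were not always called active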
# Target sequence (Q9H3R0 1-420 limits assumed): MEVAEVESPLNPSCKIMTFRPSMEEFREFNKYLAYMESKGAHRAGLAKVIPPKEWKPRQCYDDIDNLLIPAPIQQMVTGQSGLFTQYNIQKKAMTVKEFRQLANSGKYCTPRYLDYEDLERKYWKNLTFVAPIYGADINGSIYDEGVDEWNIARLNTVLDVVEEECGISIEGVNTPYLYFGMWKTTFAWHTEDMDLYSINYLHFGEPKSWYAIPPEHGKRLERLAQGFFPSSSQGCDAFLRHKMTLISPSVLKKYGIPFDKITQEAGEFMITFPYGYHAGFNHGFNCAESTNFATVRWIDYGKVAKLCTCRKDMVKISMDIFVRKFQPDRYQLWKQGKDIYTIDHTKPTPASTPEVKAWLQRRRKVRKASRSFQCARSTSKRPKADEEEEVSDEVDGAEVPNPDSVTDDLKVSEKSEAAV
# TPT1 inh = blocks Candida albicans tRNA 2'-phosphotransferase; recombinant caTPT1, FP RNA substrate dephosphorylation; inhibition, % at 5 µM; actives 0.81% (n = 300,000);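 active = inhibition above the mean of all tested compounds plus 3 SD, set per screening campaign, cut at about 24% in these data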;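 note: plate controls were DMSO alone for no effect and ferristatin control at 100 nM for full effect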
# PP1 inh = counter-screen for PP5 inhibitors: inhibitors of human PP1-alpha. P62136. purified PP1alpha, OMFP fluorescence. inhibition, % at 6.7 µM. actives 0.9% (n = 320,000). AID 2235;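 active = inhibition above the mean inhibition of all tested compounds plus 3 SD, computed separately for each screening campaign, cut at about 15% in these data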
# Target sequence (P62136 whole entry, looked up): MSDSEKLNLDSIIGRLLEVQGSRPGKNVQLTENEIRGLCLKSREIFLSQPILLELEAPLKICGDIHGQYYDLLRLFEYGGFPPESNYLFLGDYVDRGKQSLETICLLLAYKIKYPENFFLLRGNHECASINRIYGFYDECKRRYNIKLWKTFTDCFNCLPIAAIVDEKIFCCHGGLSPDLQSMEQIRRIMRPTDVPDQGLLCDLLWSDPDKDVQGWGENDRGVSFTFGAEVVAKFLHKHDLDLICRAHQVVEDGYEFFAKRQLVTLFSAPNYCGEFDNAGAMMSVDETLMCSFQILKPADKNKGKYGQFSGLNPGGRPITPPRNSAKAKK
# HCV core dimer = blocks dimerization of HCV core protein; TR-FRET GST/Flag-core106 dimerization, 1536-well; inhibition, % at 5 µM; actives 0.33% (n = 300,000);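 active = inhibition above the mean of all tested compounds plus 3 SD, set per screening campaign, cut at about 45% in these data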
#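 Material: Tagged HCV core106 pair (GST and Flag) | Amount: GST-core106 13.5 nM, Flag-core106 17 nM | Medium: KF-containing HEPES buffer, pH 7.45, DTT, CHAPS, BSA | Reagent: Eu donor and XL665 acceptor anti-tag antibodies | Schedule: 4 h at 22.5 °C | Technique: Time-resolved FRET, ex 340 nm, em 617 and 671 nm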
# Yeast superoxide = lowers age-related superoxide in aged yeast cells. actives 0.18% (n = 330,000). AID 2690. S. cerevisiae aged cells, superoxide DHE fluorescence; hits give low values. superoxide response (% of plate mean), % at 10 µM;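 active = superoxide response under a set limit, about three screen SD below normal, cut at about 65% in these data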;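 note: yeast aged for seven days with compound at 30 °C before DHE staining; 100% = average MFI of all compound-treated wells on the plate with controls excluded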
# Numbers without * were called inactive; x = no result given.
canonical_smiles	EBNA-1 inhibitor	TPT1 inh	PP1 inh	ZTA counter	Fh CTSL1 inh	Yeast superoxide	PP5 primary	HCV core dimer	JMJD2C inh
CSc1nnc(C)c(/C=C/NOCc2cccc(F)c2)n1	-1.2	-3.3	0.3	0.7	-3.5	103.2	2.9	-6.7	-30.1
O=[N+]([O-])c1cccc(CN2CCCCCC2)c1	-18.3	-2.5	2.8	-2.2	5.7	97.7	5.3	-3.8	-2.2
O=c1c(/C=N/N2CCOCC2)c(C(F)(F)F)[nH]n1-c1ccccc1	1.0	-0.6	0.9	-15.8	0.4	133.4	1.5	1.8	-1.1
c1ccc(Cc2noc(CN3CCCN(C4Cc5ccccc5C4)CC3)n2)cc1	7.4	-0.9	-4.8	7.0	-3.5	94.7	-0.8	2.7	-2.1
COc1ccc(C(=O)Nc2ccc(C(=O)c3ccccc3)cc2)cc1	11.4	-0.2	-2.1	10.3	2.6	91.7	-0.6	8.3	x
COc1ccc(NC(=S)N(Cc2ccccn2)Cc2ccccc2Cl)cc1	-1.8	-2.2	3.3	-9.4	-0.3	85.9	2.2	0.8	-19.6
O=C(CS(=O)(=O)c1ccccc1)Nc1ccc(N2CCOCC2)cc1	-7.0	-1.8	0.8	-19.2	-0.2	115.1	1.9	-1.6	7.3
N#CCCN1CCN(S(=O)(=O)c2ccc(S(=O)(=O)NCC3CCCO3)cc2)CC1 (stereo not drawn)	2.4	-0.8	-7.4	9.3	-4.4	96.4	1.3	2.1	-0.9
CN(C)S(=O)(=O)c1ccc(NC(=O)c2ccc(Br)o2)cc1	12.1	-1.6	-1.8	1.8	-1.2	79.9	0.9	-4.5	-43.4
CC(C)(C)NC(=O)C(c1ccc(O)cc1)N(Cc1ccco1)C(=O)Cn1nnc(-c2cccs2)n1 (stereo not drawn)	1.6	-0.2	0.8	5.4	0.1	103.2	0.6	-9.1	8.5

# (continued)
canonical_smiles	EBNA-1 inhibitor	TPT1 inh	PP1 inh	ZTA counter	Fh CTSL1 inh	Yeast superoxide	PP5 primary	HCV core dimer	JMJD2C inh
O=S(=O)(Nc1c(S(=O)(=O)c2ccccc2)c2nc3ccccc3nc2n1C1CCCCC1)c1ccccc1	-0.8	0.2	8.3	-4.3	-1.4	113.2	2.2	34.1	7.6
OCC[C@H]1C[C@H](O)[C@@H](O)[C@]2(CCCO2)O1	-14.8	-0.9	-2.7	-5.4	-0.8	100.6	0.9	-1.9	1.3
O=C(CC1C(=O)NCCN1C(=O)c1ccc(F)cc1)OCc1ccccc1 (stereo not drawn)	-14.9	-2.2	-0.8	2.2	-0.1	107.3	-1.2	-8.2	-5.3
COC(=O)c1sc(NC(=O)c2cc(C)on2)nc1C	1.6	-0.8	-3.9	14.6	-1.7	108.9	1.6	1.2	-5.0
COc1ccccc1-c1cc(C(=O)Nc2sc3c(c2C#N)CCC(C)C3)c2ccccc2n1 (stereo not drawn)	-3.4	5.8	2.3	11.5	2.1	109.0	3.2	46.9*	9.5
COc1ccc(NC(=O)c2c(N)no[n+]2[O-])c(OC)c1	-8.3	0.8	4.6	-15.9	9.3	98.6	-0.5	2.7	5.0
CCOC(=O)C(C)Oc1ccc2c(-c3cccc([N+](=O)[O-])c3)cc(=O)oc2c1 (stereo not drawn)	2.9	0.5	-0.8	12.6	-1.1	108.7	2.7	10.1	-0.2
COc1ccc(CNC(=O)c2c[nH]c3ccccc3c2=O)cc1	6.1	0.4	1.8	1.9	1.7	95.8	-0.4	-6.1	-0.5
O=C(c1ccc2c(=O)n3c(nc2c1)CCCCC3)N1CCN(c2ccccc2F)CC1	-15.0	-1.7	0.4	-2.5	-0.5	88.9	2.6	-5.2	-0.4
Cc1nc(/N=C\N(C)C)sc1C(=O)Nc1ccccc1	-1.1	-1.6	-4.4	17.3	1.4	105.1	3.1	0.8	7.1

# (more compounds)
canonical_smiles	EBNA-1 inhibitor	TPT1 inh	PP1 inh	ZTA counter	Fh CTSL1 inh	Yeast superoxide	PP5 primary	HCV core dimer	JMJD2C inh
CCOC(=O)NC(NCc1ccccc1)(C(F)(F)F)C(F)(F)F	-5.3	-0.2	0.5	-5.5	0.7	103.0	3.1	-5.9	-2.2
CC(C)(C)CN1C(N)=NC[C@H]1Cc1ccc(O)cc1	-7.7	0.8	0.3	-8.6	-2.2	106.6	-0.8	-18.8	-1.0
COc1ccc(-c2cccc(NC(=O)COc3ccc(Cl)cc3)c2)nn1	9.0	-0.1	0.8	-9.0	-0.7	140.4	2.7	7.3	-4.6
COc1ccc(Oc2nc(C)nc3c2oc2ccccc23)cc1	-10.8	-1.8	2.6	-18.1	-1.5	107.8	4.6	-5.4	4.6
Cc1ccc(C(=O)N2CCN(C(=O)c3ccco3)CC2)cc1NC(=O)c1ccco1	-7.9	-0.3	-1.7	-20.9	-1.4	102.5	2.7	-8.0	-14.8
COc1ccc2nc(C)cc(SCC(=O)N/N=C/c3ccco3)c2c1	5.7	0.5	2.9	-3.4	1.5	89.8	-0.2	-16.6	-0.6
CCOc1ccccc1CN1CCNC(=O)C1CC(=O)N(C)Cc1cnccn1 (stereo not drawn)	-8.2	5.0	-1.0	13.8	-0.5	102.0	3.1	-6.6	1.1
COC(=O)N[C@H](c1ccccc1)[C@@]1(C)C[C@@H]1[C@@H](C)C(=O)Nc1ccc2ccccc2c1	6.0	0.8	-1.8	10.1	-3.5	104.0	1.8	16.9	3.5
CC(C)OC(=O)CSc1nnc(CNc2ccc(Cl)cc2)n1Cc1ccccc1	3.5	-3.9	6.5	-11.1	3.6	97.1	2.4	11.1	3.2
COc1ccccc1NC(C)=O	-8.7	0.3	-2.3	-15.0	3.0	91.1	-1.7	-0.3	60.8

# Entries from the list above with a cyano group, in the order listed:
canonical_smiles	EBNA-1 inhibitor	TPT1 inh	PP1 inh	ZTA counter	Fh CTSL1 inh	Yeast superoxide	PP5 primary	HCV core dimer	JMJD2C inh
N#CCCN1CCN(S(=O)(=O)c2ccc(S(=O)(=O)NCC3CCCO3)cc2)CC1 (stereo not drawn)	2.4	-0.8	-7.4	9.3	-4.4	96.4	1.3	2.1	-0.9
COc1ccccc1-c1cc(C(=O)Nc2sc3c(c2C#N)CCC(C)C3)c2ccccc2n1 (stereo not drawn)	-3.4	5.8	2.3	11.5	2.1	109.0	3.2	46.9*	9.5

# Next part:
canonical_smiles	EBNA-1 inhibitor	TPT1 inh	PP1 inh	ZTA counter	Fh CTSL1 inh	Yeast superoxide	PP5 primary	HCV core dimer	JMJD2C inh
O=C(NCc1ccc(F)cc1)C1CCCN(S(=O)(=O)c2cccnc2)C1 (stereo not drawn)	-1.6	-1.0	0.7	-17.4	-8.8	92.8	-1.0	-4.7	21.3
Cn1c(/C(C#N)=C2/CCCCCN2)nc2ccccc21	-2.7	-4.3	-0.8	-7.2	2.2	92.8	1.8	-1.1	5.8
Cc1cccc(C(=O)NNC(=O)/C=C/C(=O)O)c1	7.0	-2.3	2.2	-0.6	-0.4	87.6	1.5	-9.5	-1.5
Cc1ccc(CNC(=O)c2ccc(Cl)c(S(=O)(=O)N3CCCCC3)c2)cc1	x	x	2.8	0.8	x	130.9	3.1	x	1.9
COc1ccc(NS(=O)(=O)c2cc(NC(=O)/C=C/c3cccs3)ccc2N2CCOCC2)cc1	72.7*	-1.0	4.2	-18.4	-1.8	91.6	4.3	-1.8	-5.0
CC1=CC(=C(C#N)c2nc3ccccc3s2)C=C(C)N1Cc1ccco1	-4.4	6.4	-2.2	5.1	-0.7	93.4	1.7	13.8	10.6
CN(CCc1cnn(C)c1)C(=O)C1CCC(=O)N(CC2CCCCC2)C1 (stereo not drawn)	-0.8	-2.4	-3.5	10.0	1.7	108.7	1.9	-2.2	10.3
c1ccc(Cc2ccc(OCCCNC3CCCC3)cc2)cc1	17.9	0.3	-0.1	1.8	-0.1	101.3	2.4	1.8	-19.8
CC1CCCC(C)N1CCCNC(=O)Cn1cc2c(n1)CCCC2 (stereo not drawn)	2.3	-6.5	-2.0	0.8	-0.7	94.4	0.4	-0.5	-4.9
CCc1ccc(-c2cc(C(=O)NCc3ccccn3)c3ccccc3n2)cc1	1.2	5.2	-1.3	-3.9	-0.1	96.2	1.8	0.0	4.2

# New compounds follow.
canonical_smiles	EBNA-1 inhibitor	TPT1 inh	PP1 inh	ZTA counter	Fh CTSL1 inh	Yeast superoxide	PP5 primary	HCV core dimer	JMJD2C inh
CCc1ccc(OCCOC(=O)Nc2ccccc2)cc1	-8.3	0.5	-0.4	2.8	5.4	100.4	-1.4	4.9	-1.5
CCOc1ccc(NS(=O)(=O)c2ccc(C(=O)N3CC(C)OC(C)C3)cc2)cc1 (stereo not drawn)	x	x	-0.9	-10.5	x	121.9	2.0	x	8.4
O=C1C2C3C=CC(C3)C2C(=O)N1c1ccc2c(c1)OCO2 (stereo not drawn)	-9.5	1.5	-2.2	-22.6	-1.7	128.1	5.4	-0.1	-18.7
S=c1[nH]nc(-c2ccccc2)c2ccccc12	4.1	-3.9	-2.4	-0.2	1.5	90.0	-1.2	13.3	4.0
CCOC(=O)CSc1nc2ccccc2c(=O)[nH]1	-6.2	-1.1	2.1	-10.7	0.0	100.1	2.1	-1.3	2.3
COc1ccccc1CCc1nnc(CCC(=O)NCC[C@@H]2C[C@@H]3C=C[C@H]2C3)o1	1.2	-1.9	-2.1	8.9	2.9	94.4	1.1	0.6	26.4
CCOC(=O)CSc1nn(-c2ccccc2)c(=S)s1	-5.6	-0.9	-2.0	1.5	2.6	90.8	-0.2	4.3	-2.8
CC[C@H](C)[C@H](NC(N)=O)C(=O)Nc1ccccc1F	4.0	3.1	-6.6	6.2	0.7	103.4	1.8	0.4	-5.8
COc1cccc(CN(C)C(=O)c2ccc(C)c(S(=O)(=O)N3CCCCC3)c2)c1	x	x	-3.8	-2.2	x	114.7	4.5	x	3.8
CCOC(=O)c1sc(=NC(=O)c2cccc(Br)c2)n(C)c1C	-0.6	-1.3	-1.0	7.5	-2.6	103.4	-2.8	5.2	-5.2

# Next part.
canonical_smiles	EBNA-1 inhibitor	TPT1 inh	PP1 inh	ZTA counter	Fh CTSL1 inh	Yeast superoxide	PP5 primary	HCV core dimer	JMJD2C inh
Cc1ccc(S(=O)(=O)N2CCN(C(C)CC(=O)O)CC2)cc1 (stereo not drawn)	-15.5	0.6	-4.0	-5.3	1.5	93.8	2.0	-0.2	-6.4
O=C(CN1C(=O)C2CCCN2C(=O)c2ccccc21)Nc1ccccc1-n1cccc1 (stereo not drawn)	5.9	-4.2	-1.8	-4.7	0.8	97.0	0.5	3.9	2.0
CCCN(C(=O)CSCc1ccccc1C)c1c(N)n(Cc2ccccc2)c(=O)[nH]c1=O	-10.4	-1.2	-6.7	-8.2	2.1	92.3	1.7	-7.8	3.8
O=C(CN(C(=O)CNC(=O)c1cccs1)c1cccc(F)c1)NC1CCCC1	-9.7	3.2	1.1	-1.7	-0.2	91.8	2.7	-4.7	1.2
COc1ccc(C)cc1N(CC(=O)Nc1cccc(N(C)S(C)(=O)=O)c1)S(C)(=O)=O	3.9	-4.7	-5.8	1.3	3.3	94.1	1.1	-2.4	-7.3
CCOC(=O)c1ccc(NC(=S)NC(=O)c2cncc(Br)c2)cc1	9.5	-0.9	-4.0	10.8	-0.8	102.2	-0.6	0.8	-5.0
O=[N+]([O-])c1cccc(/C=C/c2nc(C=Nc3ccccc3)c(O)o2)c1	-1.4	14.4	-4.2	7.2	4.1	99.8	3.1	1.5	6.6
O=c1c2cnn(-c3ccccc3)c2ncn1Cc1cccc(Cl)c1	6.5	-1.1	-0.9	-6.2	-1.1	89.4	0.3	-16.7	1.2
Cc1ccc(S(=O)(=O)NC(=O)COc2ccccc2C(N)=O)cc1	-9.3	-1.0	-7.9	-6.9	0.7	127.9	2.2	3.5	-3.0
COc1nn(C(C)C(=O)N2N=C(C(F)F)CC2(O)C(F)F)cc1[N+](=O)[O-] (stereo not drawn)	-4.4	-0.2	-4.4	-14.4	-4.5	97.3	1.8	-3.6	3.0

# Compound activity from PubChem BioAssay.
